NCF1 inh: inhibitors of human p47phox binding; P14598; p47phox/p22phox peptide binding, fluorescence polarization, 2 h; inhibition, % at 24.7 µM; 220,000 compounds, 0.53% hits;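 active = inhibition above about 30%, limit read from the data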;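 also: 0% = p47phox with labelled peptide and 100% = labelled peptide alone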
Target sequence (P14598 whole entry, looked up): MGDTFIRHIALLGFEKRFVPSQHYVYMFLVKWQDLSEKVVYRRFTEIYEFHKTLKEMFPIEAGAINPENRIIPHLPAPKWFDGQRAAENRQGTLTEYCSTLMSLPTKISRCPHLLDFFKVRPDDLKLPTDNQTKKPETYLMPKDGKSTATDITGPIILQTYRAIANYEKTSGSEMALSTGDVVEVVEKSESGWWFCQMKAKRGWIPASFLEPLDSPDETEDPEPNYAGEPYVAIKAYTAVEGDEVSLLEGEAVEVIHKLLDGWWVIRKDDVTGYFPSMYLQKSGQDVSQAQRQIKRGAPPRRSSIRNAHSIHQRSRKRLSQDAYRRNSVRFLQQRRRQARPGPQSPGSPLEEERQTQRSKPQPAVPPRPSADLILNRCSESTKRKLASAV
p97 inhibitor: inhibitors of human p97 ATPase | recombinant p97 ATPase, Kinase-Glo ATP luminescence, 3 h | 220,000 compounds, 0.42% hits | P55072 | inhibition, % at 8 µM; in the data active = inhibition above about 15%;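 also: 0% = DMSO vehicle and 100% = wells lacking enzyme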
Runt-SMMHC FRET: inhibitors of human RUNX1 Runt domain binding to CBFb-SMMHC; AID 1434; Q01196+Q13951; 220,000 compounds, 0.74% hits; inhibition, % at 20 µM; Cerulean-Runt/Venus-CBFb-SMMHC FRET ratio 530/480, 1 h;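 active = mean inhibition across duplicate retests at 20 µM reaching about 50%, limit read from the data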;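 also: 0% = DMSO wells and 100% = wells with excess untagged CBFb-SMMHC; inhibitors lower the FRET ratio by blocking Runt binding to CBFb-SMMHC; some results filed as inactive read as strong as hits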
EBV gp42 inh: EBV gp42 inhibition. Fluorescence polarization binding assay, mP read-out. inhibition, % (tested at 21.74 µM). Q1HVG2. 220,000 compounds, 0.42% hits; in the data active = inhibition above about 50%
Tb hexokinase: T. brucei hexokinase 1 inhibition; recombinant TbHK1, G6PDH-coupled NADH A340; 220,000 compounds, 0.11% hits; inhibition, % at 10 µM;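 active = inhibition of 50% or more in the single-dose primary screen; inactive = inhibition below 50%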
Runt-CBFb FRET: Runt domain-CBFb interaction inhibition | Cerulean-Runt/Venus-CBFb FRET ratio 530/480, 1 h | inhibition, % at 20 µM | 220,000 compounds, 0.46% hits;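 active = inhibition over about 50% at 20 µM in the single-dose screen, limit read from the data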;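 also: 0% = DMSO wells and 100% = excess unlabeled CBFb competitor control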
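test system = Cerulean-tagged RUNX1 Runt domain (FRET donor) fusion protein | reagent = Venus-CBFb binding partner, 100 nM | incubation = protein complex preformed 1 h, compound exposure 1 h, room temperature, dark | detection = FRET fluorescence | read-out basis = loss of energy transfer signal | controls = 5 µM unlabeled CBFb as full-inhibition high control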
Calpain2 inh: inhibitors of pig calpain II; purified calpain II, fluorogenic peptide substrate, 30 min; inhibition, % at 16 µM; 220,000 compounds, 0.37% hits;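 active = inhibition above about 50%, limit read from the data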
Furin inhibitor: inhibitors of human furin; AID 463115; inhibition, % at 30 µM; P09958; purified furin, fluorogenic substrate cleavage; 220,000 compounds, 0.061% hits; in the data active = inhibition above about 25%; also: inactives centre near -15
Target sequence (P09958 108-714 limits assumed): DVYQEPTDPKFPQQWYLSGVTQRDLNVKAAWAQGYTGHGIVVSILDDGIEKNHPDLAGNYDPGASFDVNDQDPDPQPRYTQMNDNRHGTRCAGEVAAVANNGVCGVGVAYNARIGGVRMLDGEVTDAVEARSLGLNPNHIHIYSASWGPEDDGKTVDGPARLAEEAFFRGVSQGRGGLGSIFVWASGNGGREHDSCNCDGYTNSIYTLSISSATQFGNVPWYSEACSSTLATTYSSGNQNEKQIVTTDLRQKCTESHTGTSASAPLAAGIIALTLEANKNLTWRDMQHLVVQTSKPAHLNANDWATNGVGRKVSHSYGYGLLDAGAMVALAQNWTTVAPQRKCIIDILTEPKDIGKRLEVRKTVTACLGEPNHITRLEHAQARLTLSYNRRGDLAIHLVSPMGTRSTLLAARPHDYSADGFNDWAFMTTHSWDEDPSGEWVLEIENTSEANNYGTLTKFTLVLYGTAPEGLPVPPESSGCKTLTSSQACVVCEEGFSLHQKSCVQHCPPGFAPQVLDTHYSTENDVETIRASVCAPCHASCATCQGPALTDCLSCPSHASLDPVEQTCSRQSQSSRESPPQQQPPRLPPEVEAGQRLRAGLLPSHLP
RBBP9 inh: inhibitors of human serine hydrolase RBBP9; AID 1515; inhibition, % at 7.94 µM; O75884; 220,000 compounds, 0.2% hits; recombinant RBBP9, FP-Rh probe fluorescence polarization;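 active = inhibition above the campaign mean of all tested compounds plus 3 SD, cut at about 14% in these data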;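 also: plate controls were DMSO wells with RBBP9 for no effect and wells lacking RBBP9 protein for full effect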
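Test system – recombinant human RBBP9 · Input – RBBP9 2.5 µM in dispensing solution, pre-mixing · Medium – Tris buffer pH 8.0, NaCl, Pluronic · Schedule – preincubation 30 min plus labeling 45 min at 25 °C · Measured by – fluorescence polarization · Measure – % inhibition · Controls – DMSO and no-protein wells · Replicates – one well per compound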
Numbers without * were called inactive; nt = not tested or not shown; [ ] = another dose, or the depositor's remark.

NCF1 inh	p97 inhibitor	Runt-SMMHC FRET	EBV gp42 inh	Tb hexokinase	Runt-CBFb FRET	Calpain2 inh	Furin inhibitor	RBBP9 inh	smiles
1	1	-1	11	-3	0	12	-16	-5	COc1ccc(CCN=C(N)NS(=O)(=O)c2ccc(C)cc2)cc1
-11	2	3	-4	-13	-1	19	-21	-11	O=C(COc1ccccc1[N+](=O)[O-])N/N=C/c1ccc(O)cc1
-3	3	-4	-10	4	0	0	-25[20 µM]	-4	CCOc1cc(S(=O)(=O)Nc2ccccn2)ccc1F
4	20*	-1	-3	14	0	-50	-9	-9	CCS(=O)(=O)Nc1c(C(=O)O)[nH]c2ccccc12
-6	4	-4	-17	-9	-2	25	-23[20 µM]	-6	Cc1ccc(C(=O)O/N=C/c2c(N3CCOCC3)n(C)c3ccccc23)cc1
-8	-2	-3	-19	1	4	-204	-16[20 µM]	-8	CCn1ncc(Br)c1C(=O)Nc1sc2c(c1C(N)=O)CCC2
-2	-1	0	-9	1	-1	-5	-16	-7	O=C(Cc1ccccc1)NN1C(=O)C2C3C=CC(C4CC34)C2C1=O (stereo not drawn)
0	4	-1	-13	-3	-1	16	-26[20 µM]	9	COc1cccc(N(C(=O)Cn2nnc(-c3ccc(C)o3)n2)C(C(=O)NC(C)(C)C)c2cccs2)c1 (stereo not drawn)
3	0	4	-5	-19	0	9	-20	0	CC(=O)c1cc(C#N)c(N2CCOCC2)nc1C
-3	-1	0	-11	29	-1	24	0	-10	O=C(CCc1nc2ccccc2s1)OCc1ccccc1
-21	-2	6	9	-2	13	-50	-17	-3	COc1ccc(S(=O)(=O)N(C(C)=O)c2ccc(OC(C)=O)c3ccccc23)cc1[N+](=O)[O-]
-34	-4	-29	52*	-6	-19	8	-9	-3	O=C1c2ccccc2-c2ncnc3c(N4CCOCC4)cc(N4CCOCC4)c1c23
-28	5	-11	65*	3	-2	-112	-2	4	Cn1cnnc1SCC(=O)Nc1sc2c(c1C(N)=O)CCC2
-12	0	3	-14	-2	-3	-10	-21[20 µM]	6	CCOc1ccccc1OCC(=O)Nc1ccc(S(=O)(=O)Nc2ncccn2)cc1
7	0	4	-3	-1	1	-14	1	-4	Cn1c(=O)[nH]c(=O)c2c1nc(Br)n2CC(O)COc1ccc(Cl)cc1 (stereo not drawn)
-5	6	1	-1	-5	0	-1	-7	-3	CN(C)S(=O)(=O)c1cc(NC(=O)CNCCN2CCOCC2)ccc1Cl
-5	-4	3	2	25	1	7	-17[20 µM]	-9	Cc1ccc(C(=O)c2ccc([N+](=O)[O-])cc2)c(C)c1
-10	1	2	1	1	-2	4	-31	-3	CCCCOC(=O)Nc1nnc(SCCOc2ccc(C)cc2)s1
-6	0	-7	9	3	-2	-35	-19	-7	CC(C)NC(=O)CN1CCC(O)(c2ccccc2)CC1
-4	8	-3	-16	-1	1	2	-19[20 µM]	5	Cc1nnc(NC(=O)CSc2nccn2C)s1
-11	-4	4	-7	-10	3	-4	-16[20 µM]	-6	Cc1nnc(C)n1/N=C/c1ccc(C(=O)O)cc1
1	4	-3	-2	-13	0	-99	-12	6	COc1ccc2[nH]c(=O)c(CN(Cc3cccnc3)C(=S)NCC3CCCO3)cc2c1 (stereo not drawn)
-32	2	6	21	7	-3	9	-16	-6	Cc1cc(Nc2cccc(F)c2)nc(NCc2ccccc2)n1
21	-6	-3	-9	24	0	22	-21	-2	O=C(CSc1nnnn1-c1ccccc1)Nc1nsc(-c2ccc(Cl)cc2)n1
-5	1	-8	-16	-7	1	18	6	5	COc1ccc([N+](=O)[O-])cc1NCc1cccnc1

In a second layout: results already given.
Structure	NCF1 inh	p97 inhibitor	Runt-SMMHC FRET	EBV gp42 inh	Tb hexokinase	Runt-CBFb FRET	Calpain2 inh	Furin inhibitor	RBBP9 inh
CCn1ncc(Br)c1C(=O)Nc1sc2c(c1C(N)=O)CCC2	-8	-2	-3	-19	1	4	-204	-16[20 µM]	-8
O=C(Cc1ccccc1)NN1C(=O)C2C3C=CC(C4CC34)C2C1=O (stereo not drawn)	-2	-1	0	-9	1	-1	-5	-16	-7
COc1cccc(N(C(=O)Cn2nnc(-c3ccc(C)o3)n2)C(C(=O)NC(C)(C)C)c2cccs2)c1 (stereo not drawn)	0	4	-1	-13	-3	-1	16	-26[20 µM]	9
CC(=O)c1cc(C#N)c(N2CCOCC2)nc1C	3	0	4	-5	-19	0	9	-20	0
O=C(CCc1nc2ccccc2s1)OCc1ccccc1	-3	-1	0	-11	29	-1	24	0	-10
COc1ccc(S(=O)(=O)N(C(C)=O)c2ccc(OC(C)=O)c3ccccc23)cc1[N+](=O)[O-]	-21	-2	6	9	-2	13	-50	-17	-3
O=C1c2ccccc2-c2ncnc3c(N4CCOCC4)cc(N4CCOCC4)c1c23	-34	-4	-29	52*	-6	-19	8	-9	-3
Cn1cnnc1SCC(=O)Nc1sc2c(c1C(N)=O)CCC2	-28	5	-11	65*	3	-2	-112	-2	4
CCOc1ccccc1OCC(=O)Nc1ccc(S(=O)(=O)Nc2ncccn2)cc1	-12	0	3	-14	-2	-3	-10	-21[20 µM]	6
Cn1c(=O)[nH]c(=O)c2c1nc(Br)n2CC(O)COc1ccc(Cl)cc1 (stereo not drawn)	7	0	4	-3	-1	1	-14	1	-4
CN(C)S(=O)(=O)c1cc(NC(=O)CNCCN2CCOCC2)ccc1Cl	-5	6	1	-1	-5	0	-1	-7	-3
Cc1ccc(C(=O)c2ccc([N+](=O)[O-])cc2)c(C)c1	-5	-4	3	2	25	1	7	-17[20 µM]	-9
CCCCOC(=O)Nc1nnc(SCCOc2ccc(C)cc2)s1	-10	1	2	1	1	-2	4	-31	-3
CC(C)NC(=O)CN1CCC(O)(c2ccccc2)CC1	-6	0	-7	9	3	-2	-35	-19	-7

Following part:
NCF1 inh	p97 inhibitor	Runt-SMMHC FRET	EBV gp42 inh	Tb hexokinase	Runt-CBFb FRET	Calpain2 inh	Furin inhibitor	RBBP9 inh	smiles
-11	3	-1	-11	-19	-5	-12	-16[20 µM]	-6	O=C1OC(c2ccc(Cl)cc2)/C(=C(/O)c2ccccc2)C1=O (stereo not drawn)
-4	-2	1	-7	-6	-1	-20	-24	-5	COC(=O)[C@H](CC(C)C)NC(=O)NCCC1=CCCCC1
-25	4	1	-6	-1	0	-68	-18[20 µM]	-6	O=c1c(C(c2c(O)nc3n(c2=O)CCS3)c2cccc3ccccc23)c(O)nc2n1CCS2
-7	-1	-3	-1	-9	-2	-7	-30	0	O=C(C1=C[C@H](c2csc3ccccc23)C[C@H](OCc2ccc(CO)cc2)O1)N1CCOCC1
nt	3	-7	nt	-7	9	nt	-28	-2	O=c1oc(-c2cccs2)nc2sc3c(c12)CCCCC3
-6	-1	-2	-7	2	-1	-18	-17	-7	Cc1ccc(NC(=O)NC(=O)CN2C(=O)NC3(CCc4ccccc43)C2=O)c(C)c1 (stereo not drawn)
-4	4	-9	-7	3	1	6	-15	-9	N=C1C(c2nc3ccccc3[nH]2)=C(O)CN1NC(=O)c1c[nH]c2ccccc12
-20	0	63*	72*	-7	74*	-107	-20[20 µM]	-2	CC(C)N1CC=C2C(C#N)=C(N)C(C#N)(C#N)C(c3ccccc3)C2C1 (stereo not drawn)
-10	-4	0	3	1	-3	17	-22[20 µM]	-9	CC(O)(CS(=O)(=O)Cc1ccccc1Cl)C(=O)Nc1cccc(C(F)(F)F)c1 (stereo not drawn)
-9	-1	3	-11	-10	0	-15	-16[20 µM]	-9	c1cncc(-c2nnc3n2C2(CCCCC2)Cc2ccccc2-3)c1
-7	-4	2	-5	-14	-2	-20	-20	-8	COc1ccc(-c2nnn(CC(=O)N(CCCN3CCOCC3)C(C(=O)NC3CCCC3)c3ccco3)n2)cc1 (stereo not drawn)
-12	-10	4	-16	3	-2	-4	-4	-9	O=C(OCC(=O)N1CCN(C(=O)COC(=O)c2ccncc2)CC1)c1ccncc1
0	6	-5	-22	-11	4	-2	-9	0	COc1ccc(CC(NC(C)=O)C(=O)NC2CCN(C(=O)c3cc(OC)c(OC)c(OC)c3)CC2)cc1 (stereo not drawn)
-4	1	4	-10	1	3	-9	-21	-4	CCC(C)(C)n1nnnc1C(c1ccc(N(C)C)cc1)N1CCN(C2CCCCC2)CC1 (stereo not drawn)
-6	-4	2	-22	2	0	-20	-14[20 µM]	-8	CCOC(=O)N1CCN(c2nnnn2-c2ccccc2)CC1
-10	0	-1	-10	-4	1	-24	-27	-2	Cc1cc(C)n(CC(=O)c2cccc([N+](=O)[O-])c2)n1
2	7	-2	-17	-9	1	1	-17	4	CCOc1cc(Br)c(C=O)cc1OCC
-3	-5	0	-27	-6	0	-10	-17[20 µM]	1	Cc1ccc(S(=O)(=O)N2CCC(C(=O)N(C)C3CCS(=O)(=O)C3)CC2)cc1 (stereo not drawn)
-5	0	0	-21	0	-1	-20	-13	-5	Cc1c(Cl)cccc1-n1c(SCC(=O)N2CCC(C(=O)O)CC2)nnc1-c1ccncc1
-39	-3	-2	-21	-21	-3	-8	-3[20 µM]	-7	Cc1ccsc1/C=C1\SC(N)=NC1=O
-15	5	2	-5	-18	-4	-22	-7[20 µM]	-12	O=C(NC1=NCCS1)c1sc2ccccc2c1Cl
-9	-1	1	-7	-21	-1	-24	-19	-2	NC(=O)[C@@H]1CCOc2c(I)cc([N+](=O)[O-])cc2C(=O)N[C@@H](CO)C(=O)NCC(=O)N1
-16	0	-11	7	-2	-1	28	-19[20 µM]	5	CC(CC(=O)Nc1ccc2c(c1)OCCO2)c1ccccc1 (stereo not drawn)
-2	0	nt	-4	-3	nt	-7	-17	-4	O=C(COc1ccc(-c2ccccc2)cc1)N1CCN(C(=O)c2cccs2)CC1
-2	1	1	5	-1	1	-9	-20	-1	Cc1cc(NC(=O)c2ccccc2F)on1
-6	5	1	-13	-9	1	-3	-11	-5	Cc1nc2ccccc2nc1OCc1cccc([N+](=O)[O-])c1
-10	-4	0	2	-1	1	-19	-16[20 µM]	-9	O=C(NC1C(=O)NNC1c1ccccc1)c1ccccc1 (stereo not drawn)

Screening results from PubChem.
